Compound activity as filed in PubChem BioAssay.
OX1R antag-1 = blocks the human orexin 1 receptor; AID 434989; hit rate 0.43% among 330,000; inhibition, % at 5 µM; CHO/OX1R cells, Fluo-8 calcium fluorescence, orexin A;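 active = inhibition above its plate's threshold, mean inhibition of all tested compounds on the plate plus 3 SD, cut at about 37% in these data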;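 also: 0% = orexin A challenge wells and 100% = SB-334867-A antagonist wells; not every result past the cut was called active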
Target sequence (O43613 whole entry, looked up): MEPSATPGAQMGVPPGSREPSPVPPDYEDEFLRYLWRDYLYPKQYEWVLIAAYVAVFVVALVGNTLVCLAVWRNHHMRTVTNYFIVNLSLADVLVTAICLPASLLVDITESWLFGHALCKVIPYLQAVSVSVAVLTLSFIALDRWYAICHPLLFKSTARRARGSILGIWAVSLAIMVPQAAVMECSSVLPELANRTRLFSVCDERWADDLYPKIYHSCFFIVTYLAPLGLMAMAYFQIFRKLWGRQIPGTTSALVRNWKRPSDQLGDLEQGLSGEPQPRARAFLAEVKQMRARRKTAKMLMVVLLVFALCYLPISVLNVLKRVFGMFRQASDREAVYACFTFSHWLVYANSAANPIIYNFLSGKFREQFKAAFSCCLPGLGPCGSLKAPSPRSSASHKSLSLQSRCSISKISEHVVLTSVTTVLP
OX1R antag-2 = antagonists of human orexin 1 receptor (OX1R); O43613; OX1R-expressing cells, FRET antagonist read-out; inhibition, % at 6.6 µM; AID 485270; hit rate 1.8% among 330,000; in the data active = inhibition mostly above about 38%, no sharp cut-off; inactive = mostly below about 40%;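 also: 0% = agonist challenge alone and 100% = reference antagonist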
* hit, by the source's call. Outcome played no part in choosing rows; about 2.1% have a hit in one of these screens.

SMILES	OX1R antag-1	OX1R antag-2
CC(=O)c1ccc(N(C(=O)Cc2c[nH]c3ccccc23)C(C(=O)NC2CCCCC2)c2cccs2)cc1 (centres undefined)	-32	12
COc1ccc(CN(C)C(=O)c2cc(-c3ccccc3)nc3ccc(C)cc23)c(OC)c1OC	10	63*
O=C(N/N=C/c1ccco1)C1CCCC1	-9	24
Cc1ccc(CNC(=O)CCC2CCCN(C(=O)CCC(F)(F)F)C2)o1 (centres undefined)	-11	16
O=[N+]([O-])c1ccccc1/C=C/c1ccc2ccccc2n1	-27	40
O=C(N/N=C/c1ccccn1)c1cc(-c2ccc(Br)s2)[nH]n1	1	16
CCCN1CCN(CCCNC(=O)CCn2nc(-c3ccccc3)ccc2=O)CC1	-8	1
CCc1c(C(=O)Nc2ccccc2)c(C)[nH]c(=S)c1C#N	-5	17
NS(=O)(=O)c1ccc(NC(=S)NCc2ccc(F)cc2)cc1	-8	-4
Cc1cccc(S(=O)(=O)Nc2nc3ccccc3nc2Nc2cccc(C(=O)O)c2)c1	8	7
Cc1ccc(C)c(Nc2nc3ccccc3n3cnnc23)c1	-31	20
O=S(=O)(Nc1cccnc1)c1ccc(Br)c2ccccc12	-17	5
CCc1nc(SCC(=O)NCC2CCCO2)c2c(=O)n(C)c(=O)n(C)c2n1 (centres undefined)	-13	34
CCC1CCCCN1CCCNC(=O)c1ccc2nc(N3CCC(C)CC3)sc2c1 (centres undefined)	-19	23
Cc1ccc(Cn2cnc3c(nnn3Cc3ccc(Cl)cc3)c2=O)cc1	-24	6
CCOC(=O)c1cnn(-c2ccccc2)c1NC(=O)CCl	-18	2
COc1ccccc1NC(=S)NC(=O)Cc1ccc(Cl)cc1	10	5
O=C(NCc1ccccn1)c1cn(CCc2ccccc2)nn1	-4	7
CCOC(=O)C1=C(C)c2ccccc2N(S(=O)(=O)C(F)(F)F)C1C(=O)OCC (centres undefined)	-35	7
O=C(O)/C=C/c1cccc(NC(=O)Nc2ccc([N+](=O)[O-])cc2)c1	-15	8
Cc1c2cnn(CC(=O)NCCCN3CC(C)CC(C)C3)c(=O)c2c(C)n1Cc1ccc(Cl)cc1 (centres undefined)	-27	19
O=c1[nH]c(=S)n(-c2cccc(Cl)c2)c(O)c1/C=N/N1CCOCC1	-12	9
COc1ccc(CCNC(=O)COC(=O)/C=C/c2cccs2)cc1OC	-10	31
N/C(=N\OC(=O)COc1ccc(Br)cc1)c1cccnc1	-17	22
CC(C(=O)NC1CCCCC1)N(Cc1ccccc1)C(=O)c1snc(C(N)=O)c1N (centres undefined)	-2	37
Cc1nc2ccccc2nc1NS(=O)(=O)c1ccc(N)cc1	-8	22
COc1cc(OC)c2c(C)cc(=O)oc2c1C(CCN1CCOCC1)c1ccc(N(C)C)cc1 (centres undefined)	-18	24
COc1cccc(NC(=O)[C@H](NC(=O)[C@@H]2Cc3ccccc3CN2)c2ccccc2)c1	-27	2
CC(=O)N1CC(=O)N=C1SCC(=O)Nc1nc(-c2ccccc2)c(-c2ccccc2)s1	-12	31
Cc1ccc(NC(=O)C2CCCNC2=O)nc1 (centres undefined)	6	10

In the list so far, two have two or more sulfur atoms.
SMILES	OX1R antag-1	OX1R antag-2
NS(=O)(=O)c1ccc(NC(=S)NCc2ccc(F)cc2)cc1	-8	-4
CC(=O)N1CC(=O)N=C1SCC(=O)Nc1nc(-c2ccccc2)c(-c2ccccc2)s1	-12	31

The list goes on.
SMILES	OX1R antag-1	OX1R antag-2
CCSc1nc(=S)n(Cc2ccccc2)c(C)c1C(C)=O	4	9
CCNC(=O)N1C(=O)C2(OCCO2)c2ccccc21	-5	3
O=C(OCC(=O)N1CCc2ccccc21)c1cccnc1	-20	19
CC1(C)OCC(COC(=O)Nc2cccnc2)([N+](=O)[O-])CO1	-14	-1
Cc1cccc(NC(=O)CSc2nnc(NC(=O)CN3CCOCC3)s2)c1	-19	19
CN(CCOc1ccccc1)CC(O)COc1ccccc1 (centres undefined)	-7	20
CC1=C(O)C(=O)OC1c1c(Cl)cccc1Cl (centres undefined)	-7	11
CCCC(C(=O)NCCC(C)C)N(Cc1ccc(F)cc1)C(=O)c1snc(C(N)=O)c1N (centres undefined)	-37	12
Cn1c(=O)c2c(nc(CN3CCN(Cc4ccccc4)CC3)n2Cc2cccc(Cl)c2)n(C)c1=O	-30	15
COc1cc(-c2cc(C(=O)NCc3ccco3)c3ccccc3n2)cc(OC)c1OC	-40	3
CCc1noc(C)c1C(=O)NNC(=O)c1ccc(N(CC)CC)cc1	-23	5
CCCCCOC(=O)NCCOC(=O)Nc1ccc(C(=O)OCC)cc1	5	23
Cc1ccc(Cn2ccsc2=NC(=O)COC(=O)c2ccc(O)cc2O)cc1	1	32
Cc1cccc(C)c1N=Nc1c(C)cc(O)cc1C	6	-1
O=C(O)Cn1nnc2ccccc21	-4	5

Look-ups from the entries so far:
CCc1noc(C)c1C(=O)NNC(=O)c1ccc(N(CC)CC)cc1 @ OX1R antag-2 = 5
O=C(O)Cn1nnc2ccccc21 @ OX1R antag-1 = -4
CCNC(=O)N1C(=O)C2(OCCO2)c2ccccc21 @ OX1R antag-1 = -5
Cc1cccc(C)c1N=Nc1c(C)cc(O)cc1C @ OX1R antag-2 = -1

Next part.
SMILES	OX1R antag-1	OX1R antag-2
COc1ccc(-c2nc(SCC(=O)Nc3nccs3)c(-c3ccc(Cl)cc3)[nH]2)cc1	4	30
Cc1cc([N+](=O)[O-])nn1CC(=O)NC1CCCCC1	-6	16
O=C(Nc1ccccc1N1CCCC1)C1CCN(S(=O)(=O)c2cccc(C(F)(F)F)c2)CC1	-26	8
Cc1cc2n(n1)C(c1ccc(O)cc1)Nc1ccccc1-2 (centres undefined)	1	12
CC(C)(C)C1CCC(=NNC(=S)Nc2cccnc2)CC1 (centres undefined)	-23	17
COc1ccnc(Oc2ccccc2)c1C(N)=O	-3	23
CC(=O)N(C)c1ccc(OCC(O)CN(Cc2ccco2)S(=O)(=O)c2ccc(C)cc2)cc1 (centres undefined)	-12	48
O=C(Nc1ccc2oc(-c3ccncc3)nc2c1)c1ccc(F)cc1	1	26
CCOCCCNC(=O)Cc1ccc(Br)cc1	-3	-4
C=C1CC2C3CC[C@@]4(OCOC45COCO5)[C@@]3(C)C(O)CC2[C@@]2(C)CCC(=O)C=C12 (some centres undefined)	-31	25
CCO[C@H]1OC(C(=O)N2CCOCC2)=C[C@@H](C2CC2)[C@@H]1CCCO	-6	16
Cc1ccc(C(=O)c2oc3ccccc3c2NC(=O)c2cc(-c3cc(C)ccc3O)n[nH]2)cc1	-27	21
Cc1ccc(SCC(=O)N2CCc3ccccc32)cc1	-18	20
CC1=CC(=O)C(C(C)C)=C/C1=N\OC(=O)c1cccc2nc(C)oc12	-15	21
CN(C)c1ccc(NC(=O)c2ccc([N+](=O)[O-])cc2Cl)cc1	2	19

Retrieved by structure from the list above (two):
SMILES	OX1R antag-1	OX1R antag-2
COc1ccc(-c2nc(SCC(=O)Nc3nccs3)c(-c3ccc(Cl)cc3)[nH]2)cc1	4	30
CCOCCCNC(=O)Cc1ccc(Br)cc1	-3	-4

(list continues)
SMILES	OX1R antag-1	OX1R antag-2
CC(OC(=O)CN1C(=O)NC2(CCCC2)C1=O)C(=O)c1ccccc1 (centres undefined)	-5	14
O=C(CSc1nc2ccccc2c(=O)[nH]1)N1CCCCC1	-13	13
CN(CC(=O)Nc1ccccc1Cl)CC(=O)N(C)c1c(N)n(Cc2ccccc2)c(=O)[nH]c1=O	-6	1
CCn1c(=O)cc(SCC(=O)Nc2ccc3c(c2)OCO3)c2ccccc21	-14	24
CC(OC(=O)Cc1c[nH]c2ccccc12)C(=O)c1ccccc1 (centres undefined)	-9	10
Cc1ccc2oc(C(Cl)(Cl)Cl)cc(=O)c2c1	-14	4
S=C(NCc1ccccc1)N1CCc2ccccc2C1	-8	22
CCn1nc(C(=O)NNC(=O)C(Cc2ccccc2)NC(N)=O)c2ccccc2c1=O (centres undefined)	-84	18
COc1ccc(N2CC(C(=O)Nc3nc(-c4ccccc4)c(C(C)=O)s3)CC2=O)c(OC)c1 (centres undefined)	3	15
CCCC(c1nnnn1Cc1ccc(F)cc1)N1CCN(C)CC1 (centres undefined)	-24	16
OC/C(Br)=C(\Br)CO	-4	-1
Cc1c(N2C(=O)c3ccccc3C2(O)c2ccccc2)c(=O)n(-c2ccccc2)n1C (centres undefined)	-1	21
Cc1cccc(Cn2nc(C)cc2NC(=O)CCCn2ccc([N+](=O)[O-])n2)c1	8	12
CCN(CC)C(=O)Cn1c(=O)n(CCCC(=O)NCc2ccc3c(c2)OCO3)c(=O)c2sccc21	-4	18
Fc1ccc(-c2nnc3sc(C4COc5ccccc5O4)nn23)cc1 (centres undefined)	-25	5
CN(CCc1ccccc1)C1CCCN(C(=O)Cn2cccn2)C1 (centres undefined)	-7	11
Cc1ccc(-n2c(NN)nc3ccccc3c2=O)c(C)c1	-35	20
Cc1nc2ccc(NC(=O)c3cccc(C(F)(F)F)c3)cc2o1	-7	9
CC1CCc2c(sc(NC(=O)c3ccc(-c4ccccc4[N+](=O)[O-])o3)c2C#N)C1 (centres undefined)	-24	4
COc1ccc(N2CC(C(=O)Nc3nnc(C4CCCCC4)s3)CC2=O)cc1 (centres undefined)	-15	10
O=S(=O)(N/N=C1/CC(c2ccccc2)Oc2ccccc21)c1ccc(Br)cc1 (centres undefined)	-17	12
CCOC(=O)N1CCN(S(=O)(=O)c2ccc(C(=O)Nc3nc4ccc(F)cc4s3)cc2)CC1	-23	3
O=C(CCN1C(=O)/C(=C/c2ccc(Cl)cc2)SC1=S)NCCCn1ccnc1	-28	18
O=C(CN1CCOc2ccccc21)NC1CCCCCCC1	-19	16
CN(C)S(=O)(=O)c1ccc(C(=O)Nc2nnc(Cc3ccccc3)s2)cc1	-5	26
O=C(COC(=O)c1cccnc1Cl)NC1CCCCC1	-8	9
O=C(NCc1cccc(Cl)c1)C1CCC(=O)N(CCCN2CCCC2=O)C1 (centres undefined)	-8	5
C#CCOC(=O)c1ccc(-n2cncn2)nc1	-3	11
O=C(Nc1ccc(Cl)c(S(=O)(=O)N2CCOCC2)c1)c1cccs1	-8	5
COc1ccccc1NS(=O)(=O)c1cccc(C(=O)NCC(c2ccco2)N2CCCCC2)c1 (centres undefined)	-18	14
CC(=O)NCCc1cc2cc(C)c(C)cc2[nH]c1=O	-12	2
COC(=O)c1sccc1NC(=O)CSc1ccccc1NS(=O)(=O)c1ccc(F)cc1	11	38
Cc1cc(C)c(NC(=O)CN(C)S(=O)(=O)c2ccc3c(c2)n(C)c(=O)c(=O)n3C)c(C)c1	-26	4
Cc1ccc(NC=C(S(=O)(=O)c2ccccc2)S(=O)(=O)c2ccccc2)c(C)c1	-32	3
COc1ccc(C2N(Cc3ccccc3)CCN2Cc2ccccc2)cc1[N+](=O)[O-]	-17	12
Cc1ccc(C(C)C)c(OCC(=O)Nc2cccc(S(=O)(=O)NC3=NCCCCC3)c2)c1	-26	4
O=C(NC1=NCCS1)C1CCCCC1	-16	5
c1coc(-c2nn3c(Cn4nnc5ccccc54)nnc3s2)c1	-14	6
COc1ccccc1/C=C/C(=O)NC(=S)Nc1ccccn1	7	20
C=C1CCN([C@@H](C)C(=O)OCc2ccc(C)cc2)S(=O)(=O)c2ccccc21	5	18
Cc1cccc(C2c3[nH]c4ccccc4c3CCN2C(=O)CN2CCOC2=O)n1 (centres undefined)	-37	19
Cc1cccc(OCC(=O)OCC(=O)N2CCCc3ccccc32)c1C	-15	3
CC(NC(=O)CNC(=S)N(Cc1cccs1)C1CCCC1)c1ccccc1 (centres undefined)	-32	19
CC1CC(=O)Nc2ccccc2N1C(=O)COc1cc(Cl)ccc1Cl (centres undefined)	-1	0
O=C(NC1CCCc2ccccc21)C1CCCN(S(=O)(=O)c2cnc[nH]2)C1 (centres undefined)	-3	10

Ordered by value in OX1R antag-1 (smallest number first): 5 of the compounds above
SMILES	OX1R antag-1	OX1R antag-2
CC(NC(=O)CNC(=S)N(Cc1cccs1)C1CCCC1)c1ccccc1 (centres undefined)	-32	19
O=C(NC1CCCc2ccccc21)C1CCCN(S(=O)(=O)c2cnc[nH]2)C1 (centres undefined)	-3	10
CC1CC(=O)Nc2ccccc2N1C(=O)COc1cc(Cl)ccc1Cl (centres undefined)	-1	0
C=C1CCN([C@@H](C)C(=O)OCc2ccc(C)cc2)S(=O)(=O)c2ccccc21	5	18
COC(=O)c1sccc1NC(=O)CSc1ccccc1NS(=O)(=O)c1ccc(F)cc1	11	38

Continuation:
SMILES	OX1R antag-1	OX1R antag-2
Cc1ccc2cc(S(=O)(=O)NCCCN3CCOCC3)ccc2c1	-38	10
Cc1ccc(S(=O)(=O)/N=C(/c2ccccc2)N(C)C)c(C)c1	-20	9
CCOc1ccc2[nH]cc(S(=O)(=O)c3ccc(C)cc3)c(=O)c2c1	-32	13
CCC(C)NC(=O)C1CCCN1S(=O)(=O)c1ccc(Cl)cc1 (centres undefined)	-12	39
CCN(CC)S(=O)(=O)c1ccc2c(c1)N(CC(=O)N1CCC(C(N)=O)CC1)C(=O)CO2	-48	-4
Cc1ccc(S(=O)(=O)Oc2ccc(/C=C3/C(=N)N4C(=NC3=O)SN=C4S(C)(=O)=O)cc2)cc1	14	12
Cn1c(N)c(Sc2ccc(F)cc2)c(=O)n(C)c1=O	-10	14
CN(C)CCCNC(=O)C(=O)Nc1cc2c3c(c1)CCC(=O)N3CCC2	-14	12
CC1(C)CC(=O)C(C=Nc2ccncc2)=C(O)C1	1	1
COc1cccc(C(=O)Nc2nnc(-c3ccc(F)cc3)o2)c1	-4	21
CCCS(=O)(=O)N1CCC(C(=O)NC2CCC(C)CC2)CC1 (centres undefined)	-16	10
Cc1oc(-c2ccc(Cl)cc2)nc1CN1CCC(C(=O)NCc2ccco2)CC1	-17	22
CCOC(=O)[C@@H]1[C@H]2COc3cc(OC)ccc3[C@@H]2N2C(=O)N(c3ccc(C)cc3)C(=O)[C@]12C	-17	9
Cc1ccccc1C(=O)N1CCC(C(=O)N(CC(C)C)c2c(N)n(CC(C)C)c(=O)[nH]c2=O)CC1	-9	4
Cc1c(-n2cc(C(=O)O)c(=O)c3cc(F)c(N4CCCC(O)C4)c(F)c32)c(=O)n(-c2ccccc2)n1C (centres undefined)	3	5
